Assay outcomes: PubChem, several laboratories
KKLEB cytotox = CF airway cell cytotoxicity counter-screen; KKLEB CF airway cells viability, ATPlite luminescence, overnight; stronger effect = lower value; cells stimulated with P. aeruginosa culture filtrate; activity change (cytotoxicity), % at 5 µM; 360,000 tested, 0.36% active;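 active = corrected activity change at or below -50% at 5 µM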
Peg3 prom inh = Peg3 promoter activity inhibition. inhibition, % at 20 µM. HeLa PEG-Prom luciferase reporter, luminescence, overnight. AID 588405. 360,000 tested, 1.7% active;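 active = inhibition of at least 50% at 20 µM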
EBV LMP1 NFkB = Epstein-Barr LMP1 NF-kappaB reporter inhibition. LMP1-induced NF-kappaB luciferase reporter cells, luminescence. inhibition, % at 12.5 µM. 350,000 tested, 0.69% active. AID 504558; in the data active = inhibition above about 41%;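 note: 0% = neutral control wells and 100% = reference inhibitor control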
TRPM1 prom inh = inhibitors of MITF-driven TRPM1 promoter in melanoma cells. SK-MEL-5 TRPM1 promoter luciferase, 24 h. inhibition, % at 12.5 µM. 330,000 tested, 0.83% active. AID 488899;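 active = mean inhibition across replicates of 60% or more, whatever share of single replicates reaches that level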; note: values of inactives mirror those of a sister screen read the other way
iPSC survival up = increases survival of single human iPS cells; survival enhancement, % at 20 µM; hiPSC single-cell survival, ATPlite luminescence; 100% = ROCK inhibitor wells, 0% = DMSO; AID 602274; 360,000 tested, 0.044% active; in the data active = survival enhancement above about 18%;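 note: cells exposed to compounds for 16 hours before the ATP read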
Shn3 3UTR inh = Schnurri-3 reporter inhibition in Clone20 osteoblasts; Clone20 osteoblast Shn3 3'UTR firefly luciferase, 24 h; inhibition, % at 12.5 µM; 360,000 tested, 0.52% active;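 active = mean inhibition of at least 75% with every replicate also reaching 75%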;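 note: 0% = median of neutral control wells and 100% = pilot-screen positive control compound; some compounds past the cut are filed as inactive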
NR2E3 ag-1 = agonists of human NR2E3 nuclear receptor; Q9Y5X4; CHO-S Gal4-NCOR/VP16-NR2E3 two-hybrid, luciferase; inhibition of corepressor binding, % at 3.98 µM; 360,000 tested, 0.35% active; AID 602229;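 active = inhibition above the mean of all tested compounds plus 3 SD, cut at about 70% in these data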;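 note: 0% = DMSO with NR2E3 transfected cells and 100% = cells lacking NR2E3 construct; higher means lower luciferase signal from less NR2E3 corepressor binding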
Target sequence (Q9Y5X4 whole entry, looked up, the tested form may be a part): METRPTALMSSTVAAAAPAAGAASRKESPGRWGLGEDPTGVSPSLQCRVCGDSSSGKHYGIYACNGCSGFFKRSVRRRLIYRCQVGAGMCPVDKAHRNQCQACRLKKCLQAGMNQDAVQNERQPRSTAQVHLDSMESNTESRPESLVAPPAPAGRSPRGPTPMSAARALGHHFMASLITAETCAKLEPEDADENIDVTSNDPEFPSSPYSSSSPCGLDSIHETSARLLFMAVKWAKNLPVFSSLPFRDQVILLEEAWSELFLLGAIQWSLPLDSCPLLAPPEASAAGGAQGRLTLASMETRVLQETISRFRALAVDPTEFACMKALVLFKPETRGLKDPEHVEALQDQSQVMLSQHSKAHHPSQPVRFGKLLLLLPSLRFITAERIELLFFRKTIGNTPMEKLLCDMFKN
NR2E3 ag-2 = activates human photoreceptor nuclear receptor NR2E3; Q9Y5X4; GST-NR2E3/biotin-RetCOR TR-FRET, 1536-well; 320,000 tested, 0.12% active; AID 2300; inhibition of corepressor binding, % at 4.78 µM;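 active = percent inhibition above the cutoff of mean plus 3 SD of all tested compounds, set per screening campaign, cut at about 20% in these data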;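 note: 0% = DMSO wells and 100% = biotin wells as full block of FRET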
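System: GST-tagged NR2E3 plus biotinylated RetCOR corepressor; Amount: 1.35 nM GST-tagged NR2E3 final; Dosing: single nominal compound dose of 4.8 µM; Schedule: 5 h incubation at 4 °C; Technique: TR-FRET with europium anti-GST and streptavidin-D2, 340 nm excitation; Controls: biotin wells as high control, 0.6% DMSO wells as low control.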
HIF-2a block = HIF-2a inhibition | AID 624352 | inhibition, % at 18.8 µM | 360,000 tested, 0.72% active | 786-0 RCC cells HIF-2a reporter, luciferase luminescence, overnight;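 active = inhibition of the luminescence signal of 40% or more relative to plate controls, in a single-dose primary screen at 18.75 µM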
CF NFkB inh = inhibitors of cystic fibrosis induced NF-kB; KKLEB NF-kB-GFP reporter, PAF-induced, GFP fluorescence overnight; inhibition, % at 5 µM; 360,000 tested, 0.86% active; AID 588850;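 active = at least 50% inhibition at 5 µM, scaled per plate between neutral and stimulator controls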;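 note: PAF is a Pseudomonas aeruginosa culture filtrate used as stimulus; plate controls were PAF-stimulated DMSO wells for no effect and unstimulated DMSO wells for full effect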
C8 TRAIL sens = caspase-8 TRAIL sensitization. NB7+C8 cells + TRAIL, ATPlite viability luminescence. inhibition (viability loss, TRAIL sensitization), % at 10 µM. 360,000 tested, 1% active. AID 624354;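 active = compounds causing at least 50% loss of cell viability in the single-dose screen, relative to plate controls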
* marks the source's active call; other numbers are inactive results; / = not tested or not shown. Some of the compounds tested; rates above refer to the full screens.

SMILES | KKLEB cytotox | Peg3 prom inh | EBV LMP1 NFkB | TRPM1 prom inh | iPSC survival up | Shn3 3UTR inh | NR2E3 ag-1 | NR2E3 ag-2 | HIF-2a block | CF NFkB inh | C8 TRAIL sens
O=C(NCCCN1CCOCC1)c1ccc2c(=O)n(CCc3ccccc3)c(=O)[nH]c2c1 | -2 | -14 | -5 | -1 | 0.5 | 0 | -4 | 0 | -2 | 8 | 4
COCCC(=O)NC1CCCc2c1cnn2-c1cccc(C)c1C (centres undefined) | 0 | -5 | 2 | 5 | 0.0 | 2 | -28 | -2 | -3 | -2 | -13
O=C1Nc2ccccc2C1=Nc1ccc(F)cc1 | 21 | 7 | 13 | 6 | 0.1 | 0 | -7 | -1 | 9 | -20 | -1
COC(=O)c1ccc(-c2ccco2)n1Cc1cc(C)ccc1C | 3 | 6 | -36 | 6 | 2.7 | -4 | -18 | 2 | -3 | 5 | -16
COc1ccc(OC(C)C(=O)NC2CC(C)(C)NC(C)(C)C2)cc1 (centres undefined) | 3 | 7 | 8 | 3 | -1.0 | 3 | -13 | -4 | 3 | -13 | 10
Cc1cnc(C(=O)Nc2ccc3c(c2)CCC3)cn1 | 4 | -170 | 17 | -36 | -3.7 | -46 | -163 | 1 | -136 | -4 | 13
Cc1cccc(CNC(=O)c2ccc3c(c2)N(C)CCS3)c1 | 7 | -8 | -9 | -6 | -1.7 | -7 | -8 | 4 | -35 | -22 | 10
CC(C)C(=O)NC(Nc1cc(C(F)(F)F)ccc1Cl)C(Cl)(Cl)Cl (centres undefined) | -4 | 15 | -12 | 5 | -1.1 | 54 | -4 | -1 | 6 | 6 | 9
Cc1ccc(N(CC(=O)Nc2cccc(Cl)c2C)S(C)(=O)=O)cc1 | -1 | 12 | -12 | -4 | 0.1 | 6 | -15 | -3 | 10 | -5 | -6
CCOC(=O)C1=C(C)NC(SCC(=O)Nc2cc(C)on2)=C(C#N)C1c1cccs1 (centres undefined) | 8 | 12 | -2 | 2 | 2.4 | -5 | -39 | 8 | 2 | -5 | -1
Cc1ccc(C(=O)COC(=O)c2nc3nccc(C)n3n2)c(C)c1 | 20 | 0 | -4 | -5 | -1.1 | 18 | -10 | 4 | -1 | -10 | -2
O=C(c1cc(-c2ccccc2)nn1-c1ccccc1)N1CCN(S(=O)(=O)c2cccc(F)c2)CC1 | 7 | 24 | 11 | -16 | 0.3 | 23 | 20 | 0 | -3 | -25 | 17
CCOC(=O)c1c(S(=O)(=O)N2CCN(c3ccc(C(C)=O)cc3)CC2)c(C)n(C)c1C | -1 | -15 | -15 | -7 | -0.4 | -11 | 17 | 3 | 13 | -19 | 1
CC(C)(C)C(=O)NC(=S)NCCc1ccccc1 | -7 | -164 | -10 | -55 | 3.9 | -51 | -16 | -3 | -150 | 2 | -13
NC(=O)c1sc2nc(-c3ccccc3)c3c(c2c1N)CCCC3 | 6 | 18 | -6 | 2 | 0.6 | -11 | 6 | 3 | 13 | -26 | 1
CCOC(=O)C1CCCN(S(=O)(=O)c2cc3c4c(c2)CCC(=O)N4CCC3)C1 (centres undefined) | 9 | -3 | 7 | 17 | -0.3 | 75 | -2 | 1 | 13 | -19 | 11
CCCCc1ccc(NC(=S)Nc2ccc(Nc3ccc(OC)cc3)cc2)cc1 | -19 | 7 | 4 | 0 | -3.5 | 20 | -6 | -2 | -25 | 52* | -9
O=C(NCc1ccccc1)C1CCCN1S(=O)(=O)c1ccc(Cl)cc1 (centres undefined) | 0 | 25 | -4 | 9 | 0.6 | 9 | 20 | 1 | 21 | 8 | 10
CCn1c(C)c(C(C)=O)c(N2CCN(c3ccc(OC)cc3)CC2)nc1=S | -7 | 1 | 8 | 5 | -0.1 | 4 | 10 | -1 | 15 | -1 | -4
CCn1cc(NC(=O)Nc2ccccc2C(=O)OC)c(C(N)=O)n1 | -26 | 9 | 4 | -2 | -0.4 | -9 | 17 | 3 | -4 | 15 | -16

Some of these compounds in order of the Peg3 prom inh value, rising.
SMILES | Peg3 prom inh | EBV LMP1 NFkB | TRPM1 prom inh | Shn3 3UTR inh | NR2E3 ag-1 | NR2E3 ag-2 | HIF-2a block | CF NFkB inh
Cc1cnc(C(=O)Nc2ccc3c(c2)CCC3)cn1 | -170 | 17 | -36 | -46 | -163 | 1 | -136 | -4
CC(C)(C)C(=O)NC(=S)NCCc1ccccc1 | -164 | -10 | -55 | -51 | -16 | -3 | -150 | 2
CCn1cc(NC(=O)Nc2ccccc2C(=O)OC)c(C(N)=O)n1 | 9 | 4 | -2 | -9 | 17 | 3 | -4 | 15

(list continues)
SMILES | KKLEB cytotox | Peg3 prom inh | EBV LMP1 NFkB | TRPM1 prom inh | iPSC survival up | Shn3 3UTR inh | NR2E3 ag-1 | NR2E3 ag-2 | HIF-2a block | CF NFkB inh | C8 TRAIL sens
c1ccc(CN=C2CCCc3ccccc3N2)cc1 | 9 | -6 | 3 | / | -5.1 | 10 | -1 | / | 2 | -36 | 3
C[C@H](CO)N1C[C@H](C)[C@@H](CN(C)Cc2ccc(-c3ccccc3)cc2)Oc2c(NS(=O)(=O)c3cccs3)cccc2C1=O | -4 | 13 | 15 | 9 | -3.4 | 1 | -20 | / | 21 | 7 | 10
O=C(NC1=NCCS1)c1ccc(Cl)c(Cl)c1 | -2 | -246 | -3 | -55 | 0.4 | -83 | -60 | 2 | -256 | -6 | 6
O=C(COc1ccccc1)NC(Cc1c[nH]c2ccccc12)C(=O)O (centres undefined) | 0 | 16 | -3 | 20 | 3.0 | -5 | -5 | 0 | 23 | 3 | 2
Cc1[nH]nc2c1C(c1ccccc1F)CC(=O)N2 (centres undefined) | -4 | -1 | -1 | -3 | -1.1 | 12 | -19 | -3 | 14 | 0 | -12
COc1ccc(C2CC(c3cccs3)=NN2C(=O)CCC(=O)O)cc1OC (centres undefined) | 2 | 8 | -12 | 2 | 0.8 | 9 | -3 | -5 | 13 | -19 | -9
Cc1cccc(NC(=S)N2CCN(C(=O)c3ccco3)CC2)c1 | -13 | -6 | 11 | -7 | 0.0 | 16 | 0 | -1 | -1 | 10 | -11
CC1Cc2ccccc2N1S(=O)(=O)c1cccc(C(=O)NCCCn2ccnc2)c1 (centres undefined) | -8 | 11 | 8 | 19 | -0.6 | 29 | -6 | -1 | 22 | 9 | 1
CC1(C(=O)NCc2ccco2)Cc2c(-c3ccccc3)ccnc2O1 (centres undefined) | -17 | 30 | / | / | -1.6 | -11 | -32 | / | 6 | 14 | 16
Cc1ccsc1C(=O)OCC(=O)Nc1nnc(-c2ccccc2)o1 | 0 | -2 | 3 | -1 | -0.5 | -4 | 6 | 2 | 5 | 5 | -8
CC(Sc1nnc(NC2CC2)s1)C(=O)Nc1ccc(N2CCOCC2)cc1 (centres undefined) | 9 | -13 | 2 | -15 | 0.4 | -1 | 25 | / | 13 | 12 | 8
CC(=O)N1CCC(C(=O)Nc2cc(S(=O)(=O)N3CCCCC3)ccc2C)CC1 | -1 | -5 | 5 | / | -2.4 | -14 | -3 | / | 10 | -14 | -6
COc1ccc(C2=NOC(C(=O)Nc3ccc4c(c3)OCO4)C2)cc1OC (centres undefined) | -5 | -24 | -3 | 7 | 2.9 | -11 | -33 | 2 | -44 | -4 | -5
CC(/C=N/NC(=O)Cn1cnc2c1c(=O)n(C)c(=O)n2C)=C\c1ccccc1 | 2 | 1 | 1 | -4 | -1.5 | 3 | 4 | -1 | 14 | 7 | 2
Cc1ccc(C(=O)NCC(=O)OC(C)C(=O)NC2CCCc3ccccc32)cc1 (centres undefined) | 11 | 14 | -11 | -2 | -0.6 | -15 | 11 | 0 | 2 | -16 | -13
CCN(CC)CCOC(=O)c1ccc(NC(=O)c2cccc(C)c2[N+](=O)[O-])cc1 | -5 | -9 | 3 | -14 | 2.0 | 16 | 4 | 0 | -7 | 0 | 0
Cn1c(=O)c2c(nc(N3CCCCCC3)n2CC(=O)c2ccccc2)n(C)c1=O | -1 | 9 | -1 | 4 | 2.9 | -15 | 12 | 0 | 4 | 9 | 11
Cc1ccc(C(=O)Oc2ccccc2N2C(=O)C3C4CCC(C4)C3C2=O)cc1 (centres undefined) | 2 | -4 | 0 | 8 | 0.8 | 14 | 12 | -1 | 4 | 3 | 4
Cc1ccc(CSc2nnc(-c3ccncc3)n2N)cc1 | -5 | -1 | / | / | -0.1 | / | -16 | 0 | 5 | 6 | 11
COCCNC(=S)N1CCN(c2ccc(Cl)cc2)CC1 | 2 | 10 | 2 | -3 | 1.8 | -16 | 1 | 3 | 0 | -10 | -4
Cn1c(SC2CCCCC2=O)nnc1-c1ccncc1 (centres undefined) | 7 | 9 | 5 | -5 | -0.8 | 1 | -37 | 3 | 4 | -7 | -8
CC(C)Cn1cc(C(=O)NCCCN2CCCC2=O)c2c3ccccc3n(C)c2c1=O | 12 | 26 | -7 | -3 | 5.4 | 11 | 12 | 0 | -1 | -33 | 3
C=CCOc1ccc(CNCC2CCCO2)cc1 (centres undefined) | -9 | -4 | -5 | 9 | -0.7 | 15 | -26 | 1 | 11 | 13 | 7
CCCCn1c(=N)n(CC(O)COc2ccc(C)cc2)c2ccccc21 (centres undefined) | -6 | 72* | 7 | 43 | -6.7 | 78 | -1 | 0 | 0 | -8 | 21
Cc1ccc(SC(C)c2nc(-c3cccnc3)no2)cc1 (centres undefined) | -3 | -10 | -11 | -7 | 1.6 | 9 | -14 | 2 | -23 | -11 | -14
C[C@@H]1CCCCO[C@@H](CN(C)C(=O)CCCN(C)C)[C@@H](C)CN([C@H](C)CO)C(=O)c2cc(NC(=O)CCC(F)(F)F)ccc2O1 | 4 | 11 | 3 | / | -0.9 | 0 | 5 | / | -7 | 6 | -7
O=C(NCc1cccc(C(F)(F)F)c1)c1csc(COCCO)n1 | -6 | -8 | / | / | -1.6 | 25 | -7 | / | 6 | 5 | -14
Cc1cc(/C=C2\SC(=S)NC2=O)c(C)n1-c1ccccc1 | 6 | -277 | / | / | -0.8 | / | -125 | 2 | -294 | -27 | 39
CC[C@H](C)Cc1cn([C@@H](CCCCN)C(=O)NCCCCCCCCCCC(=O)N2CCNCC2)nn1 | 6 | -5 | -4 | -2 | 0.0 | 10 | 7 | 3 | -7 | -6 | -1
CC(=O)N1N=C(c2cccs2)CC1c1ccc(C)o1 (centres undefined) | 9 | -3 | 0 | 15 | 1.6 | -5 | 3 | 3 | -1 | 10 | -5
Cn1nnc(NC(=S)NC(=O)/C=C/c2ccco2)n1 | 2 | -29 | -11 | 5 | -0.1 | 2 | 5 | 1 | 14 | 6 | -18
CNC(=O)/C=C/c1cccc(C(F)(F)F)c1 | -6 | -1 | -7 | -5 | 1.5 | 16 | 8 | 4 | 13 | -3 | -8
Cc1cccc(NC(=O)CN2C(=O)CCSc3ccc(S(=O)(=O)N4CCOCC4)cc32)c1C | -7 | 4 | 2 | 0 | 0.9 | 2 | -15 | 3 | 0 | 6 | -11
O=C(Nc1nnc(SCC(=O)N2CCCCC2)s1)c1ccccc1F | 1 | -10 | -5 | -2 | -0.6 | 2 | -13 | 8 | -27 | 7 | 37
